CHRM4 agonist – CHRM4 agonism in calcium assay | CHO-K1 hM4/Gqi5, Fluo-8 calcium fluorescence; vehicle 0%, full acetylcholine response 100% | activation, % at 3 µM | AID 624127 | 360,000 compounds, 0.14% hits;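 active means activation above the run mean over all test wells plus 3 SD, cut at about 32% in these data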;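 further: peak over basal fluorescence ratio per well then scaled between controls; 0% = DMSO wells and 100% = acetylcholine at EC100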
Target sequence (P08173 whole entry, looked up): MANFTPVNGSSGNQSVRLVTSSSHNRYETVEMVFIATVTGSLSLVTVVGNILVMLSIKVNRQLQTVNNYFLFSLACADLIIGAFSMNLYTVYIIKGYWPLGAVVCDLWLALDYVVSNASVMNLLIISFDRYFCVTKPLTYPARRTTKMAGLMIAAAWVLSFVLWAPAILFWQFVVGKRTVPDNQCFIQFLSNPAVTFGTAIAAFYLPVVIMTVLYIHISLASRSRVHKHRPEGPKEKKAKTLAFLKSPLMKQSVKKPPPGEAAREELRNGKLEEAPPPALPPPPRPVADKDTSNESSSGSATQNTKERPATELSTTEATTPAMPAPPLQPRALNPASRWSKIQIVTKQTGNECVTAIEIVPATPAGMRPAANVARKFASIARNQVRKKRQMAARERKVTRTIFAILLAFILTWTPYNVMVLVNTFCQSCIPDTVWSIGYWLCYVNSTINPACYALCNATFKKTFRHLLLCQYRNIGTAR
M5 PAM – positive allosteric modulators of human muscarinic M5 receptor. 360,000 compounds, 0.3% hits. AID 624038. P08912. activation, % at 3 µM. CHO-K1 hM5, Fluo-8 calcium, ACh EC20 PAM; 0% = ACh EC20, 100% = ACh EC100;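 active means activation above the run cutoff, the mean activation of all test compounds plus 3 SD, cut at about 18% in these data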
Target sequence (P08912 whole entry, looked up): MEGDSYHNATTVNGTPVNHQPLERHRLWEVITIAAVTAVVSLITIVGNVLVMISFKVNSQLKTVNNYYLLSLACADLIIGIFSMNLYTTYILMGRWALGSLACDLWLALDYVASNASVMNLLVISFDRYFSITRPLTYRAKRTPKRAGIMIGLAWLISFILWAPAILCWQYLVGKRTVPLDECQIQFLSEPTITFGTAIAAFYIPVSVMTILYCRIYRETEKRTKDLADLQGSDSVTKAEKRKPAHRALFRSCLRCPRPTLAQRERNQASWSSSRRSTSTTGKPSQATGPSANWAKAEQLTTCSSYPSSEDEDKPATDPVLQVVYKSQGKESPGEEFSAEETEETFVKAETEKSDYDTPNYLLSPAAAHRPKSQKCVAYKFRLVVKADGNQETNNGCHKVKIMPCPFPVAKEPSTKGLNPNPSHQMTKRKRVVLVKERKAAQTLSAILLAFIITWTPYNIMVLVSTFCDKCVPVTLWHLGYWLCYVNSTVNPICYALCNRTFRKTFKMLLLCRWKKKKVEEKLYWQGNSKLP
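Assay system – human M5 receptor in CHO-K1 cells · Read-out – % activation, ACh-normalized · Technique – Fluo-8 calcium fluorescence · Dosing – single-point, 3 µM nominal · Incubation – Fluo-8 loading 80 min at 37 °C plus 30 min room temperature · Repeats – singlicate, one well per test compound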
M1 ag parental – M1 agonist counterscreen hit in parental CHO-K1 cells; Fluo-8 calcium fluorescence; scaled to maximal ATP response, vehicle zero; activation, % at 3 µM; AID 602248; 360,000 compounds, 0.48% hits; in the data active means activation above about 15%;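 further: untransfected CHO-K1 host cells lacking M1 receptor as counterscreen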
M5 ag – CHRM5 agonism in calcium assay. P08912. CHO-K1 hM5 cells, Fluo-8 calcium fluorescence; 0% DMSO wells, 100% maximal acetylcholine response. activation, % at 3 µM. 360,000 compounds, 0.19% hits. AID 624037;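 active means activation above the run's mean over test compounds plus 3 SD, cut at about 23% in these data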;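 further: signal is peak over basal fluorescence ratio across the kinetic read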
M5 antag – blocks acetylcholine activation of human M5 receptor | inhibition, % at 3 µM | CHO-hM5 cells, Fluo-8 calcium fluorescence, ACh EC80 | 360,000 compounds, 0.59% hits | P08912;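 active means inhibition above a per-plate cutoff, the mean of that plate's test compounds plus 3 SD, cut at about 27% in these data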;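 further: 0% = acetylcholine EC80 with DMSO and 100% = DMSO without agonist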
CHO-K1 Ca antag – M1 antagonist counterscreen hit in parental CHO-K1 cells | ATP-induced calcium, Fluo-8 fluorescence | inhibition, % at 3 µM | 360,000 compounds, 0.6% hits | AID 602250;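 active means inhibition above a per-plate cutoff, the plate's mean sample inhibition plus 3 SD, cut at about 24% in these data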;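 further: 0% = DMSO plus EC80 ATP and 100% = DMSO alone without ATP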
M4 PAM – positive allosteric modulators of human muscarinic M4 receptor. P08173. CHO-K1 hM4/Gqi5, Fluo-8 calcium fluorescence, ACh EC20; 0% = ACh EC20, 100% = maximal ACh. activation, % at 3 µM. 360,000 compounds, 0.4% hits. AID 624126;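 active means activation above its plate's cutoff, the mean activation of sample wells plus 3 SD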; further: some results filed as inactive read as strong as hits
M1 PAM parental – M1 PAM counterscreen hit in parental CHO-K1 cells; activation, % at 3 µM; 360,000 compounds, 0.02% hits; ATP EC20, Fluo-8 calcium fluorescence; 0% at ATP EC20, 100% at ATP max;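 active means activation above the run cutoff, the mean activation of all test compounds plus 3 SD, cut at about 40% in these data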;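 further: peak over basal fluorescence ratio in a 140 s read after ATP addition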
M4 antag – blocks acetylcholine activation of human M4 receptor; P08173; CHO-hM4 cells, ACh EC80, Fluo-8 calcium fluorescence; AID 624125; inhibition, % at 3 µM; 360,000 compounds, 0.73% hits;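 active means inhibition above its plate's cutoff, the mean inhibition of sample wells plus 3 SD, cut at about 27% in these data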;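 further: 0% = acetylcholine EC80 with DMSO and 100% = DMSO without agonist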
Numbers without * were called inactive.

Start of the listing, in advance:
For Cc1ccc(NC(=O)c2ccc(Br)o2)c([N+](=O)[O-])c1 the results were CHRM4 agonist -0.2, M5 PAM 4.5, M1 ag parental -0.1, M5 ag 2.7, M5 antag 5.7, CHO-K1 Ca antag 3.4, M4 PAM -1.0, M1 PAM parental 6.5 and M4 antag -1.5.
`CCOC(=O)C1CCN(C(=O)COc2cccc(C)c2)CC1` gave CHRM4 agonist 1.4, M5 PAM -1.4, M1 ag parental 0.0, M5 ag -0.3, M5 antag -1.3, CHO-K1 Ca antag -5.6, M4 PAM 10.0, M1 PAM parental -1.8 and M4 antag -19.4.
For COc1cccc(C(C(=O)NC2CCCCC2)N(C(=O)c2ccco2)c2ccccc2OC)c1 (configuration not stated) the results were CHRM4 agonist 0.8, M5 PAM 2.5, M1 ag parental 0.6, M5 ag -2.0, M5 antag -0.1, CHO-K1 Ca antag -19.4, M4 PAM -0.7, M1 PAM parental 21.4 and M4 antag 7.7.

The listing, from the first entry:
For Cc1ccc(NC(=O)c2ccc(Br)o2)c([N+](=O)[O-])c1 the results were CHRM4 agonist -0.2, M5 PAM 4.5, M1 ag parental -0.1, M5 ag 2.7, M5 antag 5.7, CHO-K1 Ca antag 3.4, M4 PAM -1.0, M1 PAM parental 6.5 and M4 antag -1.5.
`CCOC(=O)C1CCN(C(=O)COc2cccc(C)c2)CC1` gave CHRM4 agonist 1.4, M5 PAM -1.4, M1 ag parental 0.0, M5 ag -0.3, M5 antag -1.3, CHO-K1 Ca antag -5.6, M4 PAM 10.0, M1 PAM parental -1.8 and M4 antag -19.4.
For COc1cccc(C(C(=O)NC2CCCCC2)N(C(=O)c2ccco2)c2ccccc2OC)c1 (configuration not stated) the results were CHRM4 agonist 0.8, M5 PAM 2.5, M1 ag parental 0.6, M5 ag -2.0, M5 antag -0.1, CHO-K1 Ca antag -19.4, M4 PAM -0.7, M1 PAM parental 21.4 and M4 antag 7.7.
O=C(Nc1ccc(C(=O)O)cc1)/C(=C\c1ccco1)NC(=O)c1ccc(Br)cc1 was read as CHRM4 agonist 0.1, M5 PAM -4.5, M1 ag parental 0.6, M5 ag -0.4, M5 antag 6.2, CHO-K1 Ca antag -11.6, M4 PAM 2.2, M1 PAM parental 14.0 and M4 antag 14.3.
For CCNS(=O)(=O)c1c(C)cc(C)c(N(C)S(=O)(=O)c2ccccc2)c1C the results were CHRM4 agonist 2.2, M5 PAM -1.7, M1 ag parental 2.3, M5 ag 0.2, M5 antag 3.9, CHO-K1 Ca antag -8.7, M4 PAM -7.3, M1 PAM parental 21.7 and M4 antag 6.1.
For Cn1c(=O)c2c(nc(CN3CCc4ccccc4C3)n2Cc2ccc(Cl)cc2)n(C)c1=O the results were CHRM4 agonist -0.2, M5 PAM 0.1, M1 ag parental 0.0, M5 ag -0.7, M5 antag -10.8, CHO-K1 Ca antag 14.3, M4 PAM 3.5, M1 PAM parental 7.9 and M4 antag -10.1.
For O=C(CS(=O)(=O)c1ccccc1)N1CCCCCC1 the results were CHRM4 agonist -0.2, M5 PAM 4.9, M1 ag parental -0.3, M5 ag -2.6, M5 antag -0.9, CHO-K1 Ca antag 14.7, M4 PAM 1.9, M1 PAM parental -0.8 and M4 antag -6.8.
CC(=O)Nc1cc(-c2ccc(C(=O)N3CCOCC3)cc2)cn2c(-c3ccccc3)cnc12 was read as CHRM4 agonist 3.9, M5 PAM -7.0, M1 ag parental 1.9, M5 ag 0.1, M5 antag 1.4, CHO-K1 Ca antag -12.8, M4 PAM -8.7, M1 PAM parental 11.6 and M4 antag 7.3.
COc1cnc(-c2ccccn2)nc1N(C)C was read as CHRM4 agonist 1.9, M5 PAM 5.3, M1 ag parental -0.3, M5 ag 0.4, M5 antag -24.0, CHO-K1 Ca antag -3.0, M4 PAM 7.5, M1 PAM parental 4.6 and M4 antag -2.1.
For COC(=O)C(NC=O)C(O)(Cc1ccccc1)C(F)(F)F (configuration not stated) the results were CHRM4 agonist 1.8, M5 PAM -1.5, M1 ag parental 0.0, M5 ag -0.2, M5 antag 3.8, CHO-K1 Ca antag -8.1, M4 PAM 0.4, M1 PAM parental 16.5 and M4 antag 3.8.
Cc1ccc(-c2nn[nH]n2)cc1 was read as CHRM4 agonist 0.3, M5 PAM 6.1, M1 ag parental 0.2, M5 ag -9.1, M5 antag 4.7, CHO-K1 Ca antag -14.4, M4 PAM -0.5, M1 PAM parental 12.1 and M4 antag 5.6.
`Cc1nn(CCC(=O)NNC(=S)Nc2ccc([N+](=O)[O-])cc2)c(C)c1[N+](=O)[O-]` gave CHRM4 agonist 1.1, M5 PAM -0.3, M1 ag parental 0.4, M5 ag 2.4, M5 antag 7.7, CHO-K1 Ca antag -3.5, M4 PAM 2.0, M1 PAM parental 2.0 and M4 antag 7.7.
`COc1ccc(N2Cc3ccccc3C2=NC(=O)c2cncc(Br)c2)cc1` gave CHRM4 agonist 0.7, M5 PAM -2.4, M1 ag parental -0.4, M5 ag -2.0, M5 antag 0.7, CHO-K1 Ca antag 2.2, M4 PAM 2.5, M1 PAM parental -4.8 and M4 antag -5.3.
For S=C(NCc1ccccc1)N1CCN(c2cccc(Cl)c2)CC1 the results were CHRM4 agonist 4.8, M5 PAM -3.4, M1 ag parental 3.9, M5 ag -1.6, M5 antag -0.2, CHO-K1 Ca antag 8.2, M4 PAM -8.1, M1 PAM parental -8.3 and M4 antag 3.1.
CCc1ccc(NC(=O)COc2ccc(/C=C(/C#N)c3nc4ccccc4[nH]3)cc2OC)cc1 was read as CHRM4 agonist 2.5, M5 PAM 1.3, M1 ag parental 0.6, M5 ag -3.3, M5 antag 0.0, CHO-K1 Ca antag 0.5, M4 PAM 14.6, M1 PAM parental 18.7 and M4 antag -2.0.
Screening COc1ccc(CNC(=O)N2CCc3nc(Nc4cc(OC)c(OC)c(OC)c4)ncc3C2)cc1 returned CHRM4 agonist 3.5, M5 PAM -2.9, M1 ag parental 2.6, M5 ag 0.5, M5 antag -1.6, CHO-K1 Ca antag -17.4, M4 PAM 2.9, M1 PAM parental 18.1 and M4 antag -6.9.
`CC1CC(C)CN(CCCNC(=O)c2ccc3c(c2)NC(=O)CS3)C1` (configuration not stated) gave CHRM4 agonist 0.6, M5 PAM 3.7, M1 ag parental -0.1, M5 ag -8.0, M5 antag 6.8, CHO-K1 Ca antag -4.0, M4 PAM 4.3, M1 PAM parental -2.6 and M4 antag 0.4.
For COCCC(=O)N1CCC(Oc2ccc(C(=O)NCCn3cccn3)cc2)CC1 the results were CHRM4 agonist 1.0, M5 PAM 0.8, M1 ag parental 0.3, M5 ag -3.4, M5 antag 11.2, CHO-K1 Ca antag -1.6, M4 PAM 10.8, M1 PAM parental -19.0 and M4 antag -2.4.
For CCCCCCn1cc(CN2CC(N3CCN(C4CCN(C)CC4)CC3)CS2(=O)=O)nn1 (configuration not stated) the results were CHRM4 agonist 0.8, M5 PAM 0.7, M1 ag parental 0.7, M5 ag 3.7, M5 antag -4.9, CHO-K1 Ca antag -1.0, M4 PAM 8.3, M1 PAM parental -0.6 and M4 antag -8.7.
For Cc1sc2ncnc(N3CCC(C(=O)Nc4ccccc4C(C)(C)C)CC3)c2c1C the results were CHRM4 agonist 0.1, M5 PAM -2.4, M1 ag parental 1.3, M5 ag 0.6, M5 antag -0.7, CHO-K1 Ca antag -6.5, M4 PAM -1.9, M1 PAM parental -2.3 and M4 antag -6.7.
CCCCOc1ccc2c(c1)/C(=C(\C(Cl)=C(Cl)Cl)[N+](=O)[O-])N2 was read as CHRM4 agonist 1.8, M5 PAM -7.0, M1 ag parental -0.2, M5 ag -1.1, M5 antag -5.0, CHO-K1 Ca antag 18.6, M4 PAM -6.8, M1 PAM parental -16.5 and M4 antag 3.4.
COC(=O)c1c(NC(=O)CSc2ccccc2N)sc(C)c1C was read as CHRM4 agonist -0.1, M5 PAM -0.5, M1 ag parental -0.6, M5 ag -2.7, M5 antag -2.5, CHO-K1 Ca antag 18.1, M4 PAM 9.3, M1 PAM parental -11.7 and M4 antag -3.5.
Screening O=C(O)CN(C1CCCCC1)S(=O)(=O)c1ccc(F)cc1 returned CHRM4 agonist 0.3, M5 PAM 6.5, M1 ag parental 0.3, M5 ag 4.8, M5 antag -2.2, CHO-K1 Ca antag -11.9, M4 PAM 4.0, M1 PAM parental -10.2 and M4 antag -4.1.
`Cc1ccc(NC(=S)N2CCN(C(=O)c3ccccc3)CC2)c(C)c1` gave CHRM4 agonist 0.2, M5 PAM 5.7, M1 ag parental -0.2, M5 ag -3.9, M5 antag 9.3, CHO-K1 Ca antag -1.5, M4 PAM -0.9, M1 PAM parental 0.1 and M4 antag 6.0.
CC[C@]12c3[nH]c4ccc(OC)cc4c3CCN1C(=O)C(CC(=O)NCCc1ccccn1)C[C@@H]2C(=O)N1CCN(C(=O)C2CC2)CC1 (some centres not stated) was read as CHRM4 agonist 0.3, M5 PAM -3.7, M1 ag parental 0.2, M5 ag 0.2, M5 antag -1.4, CHO-K1 Ca antag -24.0, M4 PAM 2.8, M1 PAM parental 18.4 and M4 antag -6.1.
Screening CC1Cc2ccccc2N1C(=O)CCS(=O)(=O)c1ccc2c(c1)NC(=O)CS2 (configuration not stated) returned CHRM4 agonist 5.3, M5 PAM -8.5, M1 ag parental 3.5, M5 ag 0.1, M5 antag 13.2, CHO-K1 Ca antag -2.5, M4 PAM -0.2, M1 PAM parental -1.7 and M4 antag -1.7.
Screening COc1cc(/C=N/NC(=O)c2cccnc2)ccc1OCC(=O)Nc1c(C)cc(C)cc1C returned CHRM4 agonist 5.1, M5 PAM -1.4, M1 ag parental 2.6, M5 ag -0.2, M5 antag 8.7, CHO-K1 Ca antag -1.8, M4 PAM -7.4, M1 PAM parental 18.9 and M4 antag 3.3.
For O=c1oc(-c2cc3ccccc3o2)nc2sc3c(c12)CCCC3 the results were CHRM4 agonist 1.1, M5 PAM 6.3, M1 ag parental 0.2, M5 ag -3.0, M5 antag -5.4, CHO-K1 Ca antag -12.1, M4 PAM 13.6, M1 PAM parental 26.2 and M4 antag -8.6.
`C/C(=N\NC(=O)c1cccnc1)c1ccc(C)c([N+](=O)[O-])c1` gave CHRM4 agonist 0.6, M5 PAM -0.6, M1 ag parental 0.5, M5 ag 0.8, M5 antag 8.0, CHO-K1 Ca antag -5.9, M4 PAM 11.7, M1 PAM parental 11.3 and M4 antag -3.9.
O=C(CC1C(=O)NCCN1Cc1ccccn1)NCCc1ccccc1F (configuration not stated) was read as CHRM4 agonist 0.6, M5 PAM -1.9, M1 ag parental 1.8, M5 ag -2.1, M5 antag -1.0, CHO-K1 Ca antag -11.3, M4 PAM -0.6, M1 PAM parental 11.6 and M4 antag -17.9.
COc1ccc(N2CCN(C(=S)Nc3ccc(C)cc3)CC2)cc1 was read as CHRM4 agonist 3.6, M5 PAM -2.9, M1 ag parental 2.5, M5 ag -1.1, M5 antag 6.8, CHO-K1 Ca antag -18.0, M4 PAM 5.9, M1 PAM parental 17.4 and M4 antag -7.0.

Compound activity as filed in PubChem.
